Screening results: PubChem, several laboratories
DAGLB inhibitor = DAGLB lipase inhibitors, primary screen, biochemical, fluorescence, HTS; Diacylglycerol lipase-beta (Homo sapiens), Q8NCG7; HEK293T DAGLB membrane lysate, EnzChek fluorogenic substrate; inhibition, % at 5.17 µM; actives 0.059% (n = 340,000); in the data active = inhibition above about 34%;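 also: 0% = enzyme with vehicle and 100% = wells lacking enzyme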
Target sequence (Q8NCG7 whole entry, looked up): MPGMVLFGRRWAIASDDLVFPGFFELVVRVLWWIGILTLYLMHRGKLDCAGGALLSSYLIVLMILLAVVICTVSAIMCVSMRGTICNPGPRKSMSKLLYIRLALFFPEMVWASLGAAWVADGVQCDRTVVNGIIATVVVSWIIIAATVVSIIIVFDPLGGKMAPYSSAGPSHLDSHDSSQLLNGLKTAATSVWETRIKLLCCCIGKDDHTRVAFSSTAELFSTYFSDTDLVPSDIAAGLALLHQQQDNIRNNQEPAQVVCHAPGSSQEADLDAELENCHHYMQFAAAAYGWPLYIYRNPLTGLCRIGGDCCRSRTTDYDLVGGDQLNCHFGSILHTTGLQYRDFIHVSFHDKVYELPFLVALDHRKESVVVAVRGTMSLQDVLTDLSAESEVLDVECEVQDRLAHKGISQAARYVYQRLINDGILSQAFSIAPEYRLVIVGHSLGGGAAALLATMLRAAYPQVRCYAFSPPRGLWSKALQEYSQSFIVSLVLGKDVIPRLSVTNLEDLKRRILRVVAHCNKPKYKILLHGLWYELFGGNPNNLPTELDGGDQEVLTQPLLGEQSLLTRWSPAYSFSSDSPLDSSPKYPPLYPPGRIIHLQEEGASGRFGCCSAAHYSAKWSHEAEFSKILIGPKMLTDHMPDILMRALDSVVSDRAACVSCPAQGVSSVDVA
Rtt109 HAT inh = inhibitors of C. albicans Rtt109/Vps75 HAT, primary screen, biochemical, ThioGlo CoA-SH fluorescence, plate reader | Histone acetyltransferase RTT109 (Candida albicans (strain SC5314 / ATCC MYA-2876)), … | purified Rtt109/Vps75, 4 h | inhibition, % at 34.9 µM | actives 0.16% (n = 330,000) | AID 540336, 2011;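 active = inhibition of at least 50% in every replicate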
CAL PDZ FP-1 = CAL PDZ peptide-binding inhibitors, primary screen, biochemical, fluorescence polarization, Cer-tagged CAL PDZ, HTS. Golgi-associated PDZ and coiled-coil motif-containing protein (Homo sapiens), Q9HD26. purified CAL PDZ, TMR-peptide fluorescence polarization, 1 h. actives 0.02% (n = 330,000). inhibition, % at 20 µM. AID 504414, 2011;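 active = highest replicate inhibition of at least 40%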;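 also: plate controls were DMSO neutral control wells for no effect and unlabeled competitor peptide control wells for full effect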
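Assay system – tagged CAL PDZ protein CerCALP, purified · Timing – 1 h at RT · Compound – single point, 20 µM · Measured by – fluorescence polarization from S- and P-plane intensities, G-factor corrected · Evaluation – inhibition from polarization loss · Probe or stimulus – TMR reporter peptide T*-PRC34 · Buffer or medium – pH 7.4 phosphate-saline buffer, reducing agent, detergent, IgG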
cardiac RTF act = cardiac RTF calcium sensitivity activators, primary screen, biochemical, IANBD-TnC fluorescence, EC20 calcium; actives 0.24% (n = 340,000); activation, % at 7.2 µM; IANBD-labeled TnC RTF fluorescence at EC20 calcium; 0% EC20 calcium, 100% full calcium; Troponin I, cardiac muscle (Homo sapiens) + Troponin T, cardiac muscle (Homo sapiens) + …;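 active = activation above the mean over all tested compounds plus 3 SD, cut at about 30% in these data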;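 also: rise in fluorescence read as greater calcium sensitivity of cardiac thin filaments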
Keap1-Nrf2 PPI = Keap1-Nrf2 protein-protein interaction inhibitors, primary screen, biochemical, fluorescence polarization, single point; Kelch-like ECH-associated protein 1 (Homo sapiens), Q14145; Keap1 Kelch-Nrf2 peptide fluorescence polarization, 1536-well; inhibition, % at 9.4 µM; actives 0.15% (n = 340,000); AID 504523, 2011; in the data active = inhibition above about 12%;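 also: human Keap1 Kelch domain with fluorescein labeled Nrf2 9mer peptide probe; 0% = neutral control wells and 100% = peptide positive control; higher means more block of Keap1 binding to Nrf2 peptide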
PKA-R2B activ = activators of PKA-R2B holoenzyme, primary screen, biochemical, fluorescence polarization, Cy5-IP20, human. cAMP-dependent protein kinase catalytic subunit beta (Homo sapiens) + cAMP-dependent …. PKA-R2B holoenzyme dissociation; R2B truncated from residue 108, S112A mutant; 0% DMSO only, 100% 113 µM cGMP. activation, % at 11.4 µM. actives 0.079% (n = 340,000). AID 504700, 2011;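 active = activation above a cutoff set at the mean over all compounds plus 3 SD, cut at about 18% in these data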;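 also: higher means more holoenzyme dissociation and a rise in polarization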
Target sequence (P31323 whole entry, looked up, other chains not shown, the tested form may be a part): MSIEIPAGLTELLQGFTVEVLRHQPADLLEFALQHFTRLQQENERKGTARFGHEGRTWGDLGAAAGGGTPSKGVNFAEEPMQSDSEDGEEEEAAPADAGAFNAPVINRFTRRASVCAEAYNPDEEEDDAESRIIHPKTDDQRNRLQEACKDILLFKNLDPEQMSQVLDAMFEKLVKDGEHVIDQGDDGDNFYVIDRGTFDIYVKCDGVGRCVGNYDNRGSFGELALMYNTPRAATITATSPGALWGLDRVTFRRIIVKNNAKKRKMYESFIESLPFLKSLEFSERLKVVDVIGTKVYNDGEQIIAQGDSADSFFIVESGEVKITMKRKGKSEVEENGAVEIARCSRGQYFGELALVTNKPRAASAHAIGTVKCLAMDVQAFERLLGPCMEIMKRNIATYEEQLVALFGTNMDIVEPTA
SR-BI uptake up = activators of SR-BI mediated DiI-HDL uptake, primary screen, ldlA[mSR-BI] CHO cells, DiI fluorescence; 3 h; 100 = double the neutral-control signal; activation, % at 12.5 µM; actives 0.096% (n = 320,000); AID 504775, 2011;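 active = mean replicate activation of at least 60% and every replicate at or above 60%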;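 also: 0% = median plate neutral-control signal and 100% = twice that signal; values of inactives mirror those of a sister screen read the other way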
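Material: SR-BI-overexpressing, LDLR-lacking CHO cells; schedule: compound exposure 3 h, 37 °C; reagent: DiI-labelled HDL at 10 µg/mL final; technique: bottom-read fluorescence, 550/595 nm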
CAL PDZ FP-2 = untagged CAL PDZ binding inhibitors, primary screen, biochemical, fluorescence polarization, HTS; inhibition, % at 24.9 µM; purified CAL PDZ, TMR-peptide fluorescence polarization, 1 h; AID 602252, 2012; actives 0.92% (n = 300,000); Golgi-associated PDZ and coiled-coil motif-containing protein (Homo sapiens), Q9HD26;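 active = mean inhibition of at least 30% with at least half of replicates also reaching 30%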;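 also: 0% = DMSO neutral control and 100% = excess unlabeled competitor peptide PRC23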
Cardiac RTF inh = cardiac RTF calcium sensitivity inhibitors, primary screen, biochemical, IANBD-TnC fluorescence, EC70 calcium; actives 0.12% (n = 340,000); AID 493244, 2011; Troponin I, cardiac muscle (Homo sapiens) + Troponin T, cardiac muscle (Homo sapiens) + …; IANBD-labeled cardiac RTF, Ca2+ fluorescence; inhibition, % at 7.15 µM;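 active = inhibition above the mean inhibition of all tested compounds plus 3 SD, cut at about 17% in these data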;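 also: assay run at fixed EC70 calcium of 1.6 mM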
LANA DNA inh = inhibitors of KSHV C-LANA binding to DNA, primary screen, biochemical, fluorescence polarization, FAM-LBS DNA, MBP-C-LANA, single point. inhibition, % at 9 µM. actives 0.078% (n = 340,000);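 active = highest replicate inhibition at or above 60% at 9 µM, even if other replicates fall short; inactive = all replicates below 60% inhibition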;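 also: 0% = neutral control wells and 100% = 4 µM acridine orange control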
An asterisk follows results filed as active; · = not tested or not shown.

1. Cc1ccc(Nc2cc(=O)n(C3CCCCC3)c(=O)[nH]2)cc1C
2. CC(C)Cn1c(N)c(C(=O)COC(=O)c2cc3ccccc3cc2O)c(=O)n(C)c1=O
3. COC(=O)c1ccc(N2CCN(C)CC2)c(NC(=O)COc2ccc(C)cc2)c1
4. CN(CCCNC(=O)c1cn(C)c2ccc(S(=O)(=O)N(C)C)cc2c1=O)c1ccccc1
5. Cc1ccc(NC(=O)COC(=O)C2COc3ccccc3O2)cc1S(=O)(=O)N1CCOCC1 (stereo unspecified)
Compound	1	2	3	4	5
DAGLB inhibitor	4	-7	0	0	-1
Rtt109 HAT inh	9	4	7	-6	30
CAL PDZ FP-1	-0.2	0.3	-1.6	0.5	-3.3
cardiac RTF act	6	-3	-2	0	5
Keap1-Nrf2 PPI	-4	-1	3	-4	-1
PKA-R2B activ	0	-11	2	1	-1
SR-BI uptake up	7	-48	-64	-14	27
CAL PDZ FP-2	-3	1	1	·	-3
Cardiac RTF inh	3	-2	2	-4	-1
LANA DNA inh	1.5	1.7	-0.2	-0.6	-0.1

6. COc1ccccc1NC(=O)CSc1nc2ccccc2n1C(C)=O
7. N#Cc1ccccc1NC(=O)CSc1ccc([N+](=O)[O-])cn1
8. O=c1cc(C(Cl)(Cl)Cl)oc2c1ccc1ccccc12
9. CC(C)(C)CC(=O)Nc1nnc(-c2cccs2)s1
10. CNS(=O)(=O)c1ccc(NC(=O)c2csc(C)c2)cc1
Compound	6	7	8	9	10
DAGLB inhibitor	-2	2	0	-1	-1
Rtt109 HAT inh	3	2	8	-16	-2
CAL PDZ FP-1	·	1.7	-1.5	-2.6	-1.5
cardiac RTF act	-1	-6	4	12	0
Keap1-Nrf2 PPI	6	4	-3	-1	-1
PKA-R2B activ	-5	0	-15	1	0
SR-BI uptake up	0	·	15	-2	16
CAL PDZ FP-2	-4	·	-2	1	1
Cardiac RTF inh	-1	-4	-1	-1	-8
LANA DNA inh	-0.8	-2.7	2.0	0.8	0.7

11. Cc1ccc(NC(=O)COc2coc(CN3CCN(Cc4ccccc4)CC3)cc2=O)cc1
12. COc1ccc(O)c(/C=N/Nc2nc(Nc3ccccc3)nc(-n3nc(C)cc3C)n2)c1
13. CCN(CC)CCNCc1ccc(-c2ccc(Cl)cc2)o1
14. Cn1nc(C(=O)NC2CCCCC2)c2c1-c1ccccc1S(=O)(=O)C2
15. O=c1c2ccccc2nnn1Cc1ccc2ccccc2c1
Compound	11	12	13	14	15
DAGLB inhibitor	-2	5	2	-2	-4
Rtt109 HAT inh	45	-1	18	6	-11
CAL PDZ FP-1	-2.6	-28	-2.1	-2.6	-1.4
cardiac RTF act	-2	0	2	-1	-6
Keap1-Nrf2 PPI	1	0	1	5	1
PKA-R2B activ	-1	14	-2	-12	-6
SR-BI uptake up	0	-22	7	-36	24
CAL PDZ FP-2	2	5	-2	-3	8
Cardiac RTF inh	-10	-3	-6	-7	-2
LANA DNA inh	0.9	-1.0	-1.8	-1.3	-1.9

16. Cc1ccc(S(=O)(=O)N2CCCCC2)cc1NC(=O)C1CC1
17. Cc1cccc(C(=O)Nc2nnc(SCC(=O)NCc3ccco3)s2)c1
18. CN(C)S(=O)(=O)c1ccc(N2CCOCC2)nc1
19. COc1ccc(S(=O)(=O)N2CCOC2CNC(=O)C(=O)NCCc2ccccc2OC)cc1C (stereo unspecified)
20. CCN1C(=O)[C@H]2[C@H]3CN=C(SCc4ccc(C)cc4)N3[C@@](C)(C(=O)OC)[C@H]2C1=O
Compound	16	17	18	19	20
DAGLB inhibitor	-2	2	0	2	1
Rtt109 HAT inh	-5	-11	4	2	8
CAL PDZ FP-1	-0.7	-10	-0.3	-0.9	0.3
cardiac RTF act	1	-4	2	-1	-2
Keap1-Nrf2 PPI	-7	-3	0	0	-1
PKA-R2B activ	-5	8	6	6	-2
SR-BI uptake up	13	-3	18	-48	-5
CAL PDZ FP-2	-4	0	·	·	-2
Cardiac RTF inh	-5	6	-2	-6	-11
LANA DNA inh	-1.0	0.4	-0.9	0.4	-0.3

21. Cc1ccc(-c2nc(CS(=O)(=O)CC(=O)NCCCN3CCN(C)CC3)c(C)o2)cc1
22. CC12CCC(=O)N1C(C(=O)Nc1ccc(F)c(F)c1F)CS2 (stereo unspecified)
23. CN(Cc1ccccc1)C(=O)c1cccnc1
24. CC(=O)Nc1ccc(NC(=O)C(C)Oc2ccccc2F)cc1 (stereo unspecified)
25. O=C(NC1CCSC1=O)c1ccccc1 (stereo unspecified)
Compound	21	22	23	24	25
DAGLB inhibitor	-1	-1	-4	-3	1
Rtt109 HAT inh	6	1	3	1	-2
CAL PDZ FP-1	0.0	-1.8	·	-0.5	-1.0
cardiac RTF act	0	1	0	-2	3
Keap1-Nrf2 PPI	-2	0	3	-8	-5
PKA-R2B activ	-3	16	-2	8	-1
SR-BI uptake up	-1	28	4	24	12
CAL PDZ FP-2	-1	-2	1	-3	-2
Cardiac RTF inh	-2	-7	0	0	-20
LANA DNA inh	-2.7	-0.6	5.7	0.1	1.8

Full records, quoted from the list. Screens in order: DAGLB inhibitor	Rtt109 HAT inh	CAL PDZ FP-1	cardiac RTF act	Keap1-Nrf2 PPI	PKA-R2B activ	SR-BI uptake up	CAL PDZ FP-2	Cardiac RTF inh	LANA DNA inh
Profile of Cc1ccc(NC(=O)COC(=O)C2COc3ccccc3O2)cc1S(=O)(=O)N1CCOCC1 (stereo unspecified) : -1	30	-3.3	5	-1	-1	27	-3	-1	-0.1
Profile of Cc1ccc(S(=O)(=O)N2CCCCC2)cc1NC(=O)C1CC1 : -2	-5	-0.7	1	-7	-5	13	-4	-5	-1.0

(next part)
No. | SMILES | DAGLB inhibitor | Rtt109 HAT inh | CAL PDZ FP-1 | cardiac RTF act | Keap1-Nrf2 PPI | PKA-R2B activ | SR-BI uptake up | CAL PDZ FP-2 | Cardiac RTF inh | LANA DNA inh
26 | CCOC(=O)c1cc2c(ccc3nc(C)c(C)c32)[nH]c1C | -2 | -6 | -1.2 | 2 | 1 | 3 | -57 | 2 | -2 | -1.2
27 | O=C(Nc1ccccc1O)c1ccc([N+](=O)[O-])cc1 | -2 | 8 | -0.3 | 1 | 2 | 4 | -15 | -1 | -2 | ·
28 | COc1ccc(Oc2nc(SC)nc3ccccc23)cc1 | -12 | -2 | -0.2 | -1 | -1 | 3 | -19 | 0 | -1 | -0.9
29 | CN1C(=S)SC(/[N+]([O-])=C\c2cccs2)C1(C)C (stereo unspecified) | 2 | 5 | · | 3 | 4 | 3 | 25 | 13 | -5 | -0.4
30 | N#Cc1ccc(CSc2ccc(S(=O)(=O)N3CCCC3)cn2)cc1 | -3 | 10 | -1.0 | 3 | -5 | -14 | 0 | -5 | 1 | -0.5
31 | COc1ccc(C2CC(c3ccc(Br)cc3)Nc3nc(N)nn32)cc1 (stereo unspecified) | 4 | · | -3.7 | 2 | -6 | -1 | 20 | -3 | -2 | -1.0
32 | C=CS(=O)(=O)c1sc(Cl)c(N2CCOCC2)c1[N+](=O)[O-] | -7 | -9 | -1.6 | 0 | 0 | 2 | -22 | -2 | -7 | 1.9
33 | COc1ccc(NC(=O)/C(C#N)=C/c2ccc(OCCN3CCOCC3)c(OC)c2)c(OC)c1 | -3 | 4 | -1.8 | -4 | -1 | -2 | -75 | -1 | 7 | 0.7
34 | COc1ccc(CCNS(=O)(=O)CCNC(=O)c2ccccc2)cc1 | 2 | 1 | -0.6 | -2 | 2 | 7 | 10 | -2 | 1 | 2.6
35 | Cn1c(=O)c2c(ncn2CC(=O)OCC(=O)Nc2ccccc2Cl)n(C)c1=O | -3 | 0 | 0.1 | 11 | 5 | -7 | -4 | 4 | -5 | 0.7
36 | O=[N+]([O-])c1cc(C(F)(F)F)ccc1Cl | 1 | -3 | -0.6 | -3 | 2 | -11 | 2 | -6 | 6 | 0.4
37 | Cc1cc(-c2csc(NC(=O)c3ccc(=O)[nH]c3)n2)c(C)n1Cc1ccco1 | 3 | -9 | -4.3 | -3 | 0 | -2 | · | · | -11 | -1.4
38 | CCOc1ccccc1OCCN1CCCC1 | 0 | 11 | -0.3 | -5 | -5 | 7 | 18 | -1 | -7 | -1.0
39 | CCCc1cc(=O)[nH]c(-n2[nH]c3c(c2=O)CCCC3)n1 | -4 | -3 | -1.4 | -4 | -5 | 7 | -1 | -1 | -10 | 0.6
40 | Cc1nc2nc[nH]n2c(=O)c1NC(=O)c1c(-c2ccccc2Cl)noc1C | -1 | -1 | 0.3 | -7 | -2 | -8 | 21 | · | 4 | 0.0
41 | CC/C(=C\C1CCCCC1)C(NP(=O)(c1ccccc1)c1ccccc1)c1ccccc1 (stereo unspecified) | -12 | -3 | -1.3 | 5 | 2 | -15 | 29 | -1 | -2 | -0.6
42 | CC(=O)Nc1ccc(N(C(=O)c2ccccn2)C(C(=O)NC2CCCCC2)c2ccc(F)cc2)cc1 (stereo unspecified) | 3 | 7 | -0.8 | -8 | 0 | 0 | 12 | -1 | 10 | -1.3

Some of these compounds in order of count of non-hydrogen atoms, highest first:
No. | SMILES | DAGLB inhibitor | Rtt109 HAT inh | CAL PDZ FP-1 | cardiac RTF act | Keap1-Nrf2 PPI | PKA-R2B activ | SR-BI uptake up | CAL PDZ FP-2 | Cardiac RTF inh | LANA DNA inh
35 | Cn1c(=O)c2c(ncn2CC(=O)OCC(=O)Nc2ccccc2Cl)n(C)c1=O | -3 | 0 | 0.1 | 11 | 5 | -7 | -4 | 4 | -5 | 0.7
34 | COc1ccc(CCNS(=O)(=O)CCNC(=O)c2ccccc2)cc1 | 2 | 1 | -0.6 | -2 | 2 | 7 | 10 | -2 | 1 | 2.6
30 | N#Cc1ccc(CSc2ccc(S(=O)(=O)N3CCCC3)cn2)cc1 | -3 | 10 | -1.0 | 3 | -5 | -14 | 0 | -5 | 1 | -0.5
